# FXIa inh – human FXIa protease inhibitors, primary screen, biochemical, 1536-well. Coagulation factor XI (Homo sapiens), P03951. purified FXIa, Boc-Glu-Ala-Arg-AMC fluorogenic substrate. inhibition, % at 5 µM. AID 798, 2007. 0.14% of 220,000 active;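 active = inhibition of at least 40%; inactive = inhibition below 40%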;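 note: fluorescence of freed AMC excited at 355 nm; 0% = enzyme without compound and 100% = no enzyme blank; many of its hits are not listed in these tables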
# Rad51 HR inh – human RAD51 strand exchange inhibitors, primary screen, biochemical, fluorescence; DNA repair protein RAD51 homolog 1 (Homo sapiens), Q06609; hRad51 DNA strand exchange, fluorescence dequenching; inhibition, % at 10 µM; 0.085% of 200,000 active;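 active = inhibition above 40% at the single screening dose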;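 note: 0% = DMSO control wells and 100% = blanks with heterologous ssDNA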
# Target sequence (Q06609 whole entry, looked up): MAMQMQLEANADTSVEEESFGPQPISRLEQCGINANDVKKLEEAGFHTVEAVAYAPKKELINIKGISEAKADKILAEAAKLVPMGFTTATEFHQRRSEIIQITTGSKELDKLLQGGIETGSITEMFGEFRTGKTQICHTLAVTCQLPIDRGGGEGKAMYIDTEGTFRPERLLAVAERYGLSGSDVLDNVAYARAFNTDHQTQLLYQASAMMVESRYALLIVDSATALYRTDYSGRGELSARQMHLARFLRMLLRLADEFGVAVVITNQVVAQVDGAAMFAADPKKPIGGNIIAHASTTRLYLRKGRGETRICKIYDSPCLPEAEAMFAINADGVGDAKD
#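 Material: hRad51 filaments on single-stranded DNA; Reagent: Donor/quencher-labelled 47-bp dsDNA substrate; Compound: 10 µM final, single point; Schedule: 37 °C 15-min filament assembly, 30-min compound preincubation, 15-min exchange; Technique: FRET fluorescence, excitation 485 nm, emission 520 nm; Benchmarks: control wells and blank wells on each plate.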
# 14-3-3 Bad inh – inhibitors of 14-3-3 zeta/Bad binding, primary screen, biochemical, TR-FRET, bovine 14-3-3 zeta | 14-3-3 protein zeta/delta (Bos taurus), P63103 | TR-FRET 14-3-3zeta/Dy647-pBad peptide displacement, 1 h | inhibition, % at 21.7 µM | 0.71% of 220,000 active | AID 781, 2007;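 active = inhibition above about 70%, limit read from the data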;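 note: 0% = full 14-3-3 plus peptide FRET controls and 100% = background without 14-3-3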
# eIF4E 4G PPI – eIF4E–eIF4G protein interaction inhibitors, primary screen, biochemical, uHTS, TR-FRET, eIF4GI fragment; Eukaryotic translation initiation factor 4E (Mus musculus) + Eukaryotic translation …; TR-FRET eIF4E-eIF4GI(517-606) binding, 2 h; inhibition, % at 21.7 µM; 0.37% of 220,000 active; AID 782, 2007;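 active = inhibition above about 30%, limit read from the data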;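 note: 0% = full FRET control wells and 100% = background wells lacking eIF4GI fragment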
# FXIIa inh 1536 – human FXIIa protease inhibitors, primary screen, biochemical, 1536-well; purified FXIIa, Boc-QGR-AMC fluorogenic substrate, 2 h; inhibition, % at 5 µM; Coagulation factor XII (Homo sapiens), P00748; AID 800, 2007; 0.3% of 220,000 active; in the data active = inhibition above about 40%;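 note: 0% = enzyme with no compound and 100% = blank without enzyme; many of its hits are not listed in these tables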
# Target sequence (P00748 20-372 limits assumed): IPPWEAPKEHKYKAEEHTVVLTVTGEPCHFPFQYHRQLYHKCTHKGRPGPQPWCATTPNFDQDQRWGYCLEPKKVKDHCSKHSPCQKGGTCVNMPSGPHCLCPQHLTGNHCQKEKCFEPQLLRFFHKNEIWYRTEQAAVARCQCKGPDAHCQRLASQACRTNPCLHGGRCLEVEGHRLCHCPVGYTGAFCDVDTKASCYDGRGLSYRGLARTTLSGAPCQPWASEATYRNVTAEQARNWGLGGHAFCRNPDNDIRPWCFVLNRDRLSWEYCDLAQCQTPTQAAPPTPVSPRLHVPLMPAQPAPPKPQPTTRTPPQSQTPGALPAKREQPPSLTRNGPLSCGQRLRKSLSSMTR
# Target sequence (P00748 373-615 limits assumed): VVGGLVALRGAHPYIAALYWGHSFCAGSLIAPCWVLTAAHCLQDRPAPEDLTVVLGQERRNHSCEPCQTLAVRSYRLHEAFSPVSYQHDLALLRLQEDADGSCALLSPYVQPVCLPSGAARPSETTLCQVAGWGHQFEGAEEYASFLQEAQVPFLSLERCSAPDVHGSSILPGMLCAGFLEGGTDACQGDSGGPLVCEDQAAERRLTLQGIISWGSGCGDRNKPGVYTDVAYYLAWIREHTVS
# MDM2 E3 inh – MDM2-luciferase reporter signal enhancers, primary screen, MDM2 E3 ligase inhibitor project, cell-based, luminescence, 1536-well; signal enhancement, % at 5 µM; 0.11% of 210,000 active; E3 ubiquitin-protein ligase Mdm2 (Homo sapiens), Q00987; cell-based MDM2 ubiquitination luciferase reporter, 2 h; 0 = plate control, 100 = twice control, blank-subtracted;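 active = signal enhancement of 30% or more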;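 note: luminescence tracks abundance of the self-degrading MDM2-luciferase fusion protein; higher signal means inhibition of MDM2 E3 ligase activity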
#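 Test system: stable mammalian line carrying autodegrading MDM2–luciferase fusion reporter; quantity: 2000 cells in each well; times: 4 h cell settling then 2 h compound exposure, 37 °C; detection: luminescence with SteadyLite reagent, 15 min at room temperature; evaluation: percent signal gain over controls, blank-subtracted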
# p97 inhibitor – inhibitors of human p97 ATPase, primary screen, biochemical | Transitional endoplasmic reticulum ATPase (Homo sapiens), P55072 | inhibition, % at 8 µM | recombinant p97 ATPase, Kinase-Glo ATP luminescence, 3 h | 0.42% of 220,000 active; in the data active = inhibition above about 15%;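 note: 0% = DMSO vehicle and 100% = wells lacking enzyme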
# hK5 inh – human KLK5 protease inhibitors, primary screen, biochemical, 1536-well | recombinant hK5, fluorogenic AMC substrate cleavage | inhibition, % at 5 µM | 0.59% of 210,000 active | Kallikrein-5 (Homo sapiens), Q9Y337;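 active = inhibition of 40% or more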;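 note: 0% = enzyme controls without compound and 100% = no-enzyme blanks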
# Wee1 stabilizer – Wee1 degradation inhibitors, primary screen, cell-based, HeLa, Wee1K328M-luciferase, luminescence; reporter increase, % at 5 µM; HeLa Luc-Wee1K328M stability; 100% = proteasome inhibitor MG132 effect; Wee1-like protein kinase (Homo sapiens), P30291; AID 1321, 2008; 1.2% of 220,000 active;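 active = activation above the mean of all tested compounds plus 3 SD, set per screening run, cut at about 8.8% in these data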;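 note: cells exposed to compound for 20 h before luminescence read; 0% = DMSO alone and 100% = MG132 at 30 µM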
# * hit, by the source's call; . = no result given; [ ] = dose if it differs, or a comment.
SMILES,FXIa inh,Rad51 HR inh,14-3-3 Bad inh,eIF4E 4G PPI,FXIIa inh 1536,MDM2 E3 inh,p97 inhibitor,hK5 inh,Wee1 stabilizer
Cc1oc(-c2cccc(Cl)c2)nc1CN1CCCC(C(=O)NC(C)c2ccc3c(c2)OCCO3)C1 (configuration not stated),-8,.,-7,-2,-3,-19,-8,-6,6
CCC1CCc2c(sc3nc(SCC(=O)NCc4ccco4)n(-c4ccccc4)c(=O)c23)C1 (configuration not stated),2,-2,1,8,10,3,0,-7,2
Cc1occc1C(=O)n1cnc2ccccc21,-6,1,2,6,12,-20,-1,-11,0
CCOc1cccc(/C=N/NS(=O)(=O)c2ccc(C)c([N+](=O)[O-])c2)c1O,-4,-3,-12,2,5,-1,3,-2,1
COc1ccc(C(=O)C2CCCN(Cc3cccn3-c3ccc(Cl)cn3)C2)c(OC)c1 (configuration not stated),2,15,-12,2,10,-12,0,5,1
CCOC(=O)c1cnc2c([N+](=O)[O-])cnn2c1C,-4,1,-6,-1,3,5,5,-6,5
C/C(=N\NC(N)=S)c1ccncc1,4,12,0,2,8,0,5,4,-1
Nc1c(Cl)ncnc1N/N=C/c1cccnc1,-4,.,-9,-2,2,-16,-4,-2,-2
CC1(c2ccccc2)NC(=O)N(CC(=O)Nc2ccc([N+](=O)[O-])cc2)C1=O (configuration not stated),-1,2,-3,5,4,-25,4,0,-2
CCCCn1c(CCC(=O)O)ccc1-c1cccs1,6,-4,-4,0,19,0,2,-7,-3
CN(CC(=O)O)Cc1nc2ccccc2[nH]1,-7,1,-10,-2,-3,-5,-2,-144,0
O=C(C1CC1)N1CCc2cc(Br)cc(S(=O)(=O)NC3CCCCC3)c21,3,-3,-10,-2,16,-5,5,-4,-2
CN1CCC2(CC1)N=C(c1ccc(F)cc1)C(=S)N2C(=O)c1ccccc1,7,-2,-7,3,7,-13,4,-3,0
O=c1c2oc3nc4c(cc3c2ncn1CCCc1ccccc1)CCCC4,-2,0,-2,-2,3,-1,2,-3,-1
O=C(c1cccc([N+](=O)[O-])c1)c1ccc2c(c1)OCCOCCOCCO2,33,.,0,-1,26,-2,-3,23,-2
COc1ccccc1OCCNC(=O)Nc1cc(F)c(F)cc1Cl,3,23,1,4,7,-10,5,-1,-1
Cc1cccc(-n2ccnc2SCC(=O)Nc2nnc(C)s2)c1,-4,5,7,1,2,-18,4,2,5
COC(=O)Nc1c(-c2ccccc2)nc2ccc(C)cn12,2,6,-21,-4,13,-17,5,2,0
O=C(O)c1ccc(NS(=O)(=O)c2ccc3c(c2)C(=O)c2ccccc2C3=O)cc1,-4,-2,18,3,3,-5,6,-1,-2
CC(C)=CC(=O)Nc1nnc(C(C)C)s1,-6,-2,14,0[fluorescence artefact?],1,-20,-1,-9,2
Nc1ccccc1S(=O)(=O)NC1=NCCCCC1,7,0,12,13[fluorescence artefact?],8,5,1,-10,3
CCN(CC#CCC(O)(c1ccccc1)c1ccccc1)C(C)C,1,4,-10,21[fluorescence artefact?],1,7,4,-14,2
Cc1c(-c2ccco2)[n+](=O)c2c(n1[O-])CCCCC2,6,6,-14,11,18,-24,3,-2,0
CCC(=O)NC(Nc1nc(C)cs1)(C(=O)OC)C(F)(F)F (configuration not stated),2,.,5,7,2,-4,5,-8,-1
O=C1NC(c2ccccc2)=NC1(Nc1ccccn1)C(F)(F)F (configuration not stated),-8,-7,1,-1,-5,-7,-7,-24,4
CN1CCN(C(=S)NC(=O)/C=C/c2cccc3ccccc23)CC1,-4,0,8,-2,5,0,-2,-10,0
C1CCN(c2nc3nonc3nc2N2CCCCC2)CC1,5,.,-9,0,15,-17,-7,-9,10*
CCOC(=O)NC(=O)COC(=O)Cc1cc(OC)c(OC)c(OC)c1,10,2,-1,-2,18,-9,3,-1,0
Cc1cc(N(CN2CCCC2=O)C(=O)c2ccc(F)cc2)no1,-16,4,8,-3,16,0,-1,10,0
COc1cc(OC)cc(C(=O)N2CCN(C(=O)c3ccc(-c4ccccc4)cc3)CC2)c1,0,34,-16,3,3,-11,6,-1,1
CCOC(=O)C1CCN(C(c2cccnc2)c2c(NC(=O)c3ccco3)sc(C)c2C)CC1 (configuration not stated),2,.,9,6,11,-13,0,0,-1
Cc1ccccc1NC(=O)CN1C(=O)CSc2ccccc21,1,1,4,2,11,-7,7,2,-2
CCOC(=O)C1C(=O)OC(C)(C)C1C(C)C(=O)c1ccc(C)cc1C (configuration not stated),-8,5,0,0,1,-1,-2,-6,0
Cc1cc(C)cc(C(=O)N(NC(=O)Nc2ccc(Cl)cc2)C(C)(C)C)c1,-10,-8,12,-2,3,-2,0,1,-1
COc1ccc(S(=O)(=O)NCc2ccc3c(c2)OCO3)cc1C,-3,1,-4,1,11,-12,4,13,-1
COc1ccccc1C1C(C(N)=O)=C(C)Nc2nc(-c3ccc(Cl)cc3)nn21 (configuration not stated),-5,3,1[fluorescence artefact?],-5,1,-18,6,-6,-2
S=c1[nH]nc(-c2ccc(Br)cc2)n1-c1ccc2c(c1)OCCO2,2,19,11,4,11,-53,-1,2,0
COc1ccc(C(=O)NC(=S)N2CCCc3ccccc32)cc1OC,-2,-13,-5,3,3,-17,3,-7,-2
CCCCS(=O)(=O)Nc1ccc(C(=O)NCC2CCCO2)cc1 (configuration not stated),-1,5,-15,-2,12,-3,2,-14,-1
Cc1onc(-c2ccccc2Cl)c1C(=O)NCc1cccnc1,-12,-7,4,-2,4,-13,7,3,0

# Looked up by compound from the entries so far (five):
SMILES,FXIa inh,Rad51 HR inh,14-3-3 Bad inh,eIF4E 4G PPI,FXIIa inh 1536,MDM2 E3 inh,p97 inhibitor,hK5 inh,Wee1 stabilizer
CCOC(=O)C1CCN(C(c2cccnc2)c2c(NC(=O)c3ccco3)sc(C)c2C)CC1 (configuration not stated),2,.,9,6,11,-13,0,0,-1
CCC(=O)NC(Nc1nc(C)cs1)(C(=O)OC)C(F)(F)F (configuration not stated),2,.,5,7,2,-4,5,-8,-1
CCN(CC#CCC(O)(c1ccccc1)c1ccccc1)C(C)C,1,4,-10,21[fluorescence artefact?],1,7,4,-14,2
Nc1ccccc1S(=O)(=O)NC1=NCCCCC1,7,0,12,13[fluorescence artefact?],8,5,1,-10,3
COc1ccc(C(=O)NC(=S)N2CCCc3ccccc32)cc1OC,-2,-13,-5,3,3,-17,3,-7,-2

# (next part)
SMILES,FXIa inh,Rad51 HR inh,14-3-3 Bad inh,eIF4E 4G PPI,FXIIa inh 1536,MDM2 E3 inh,p97 inhibitor,hK5 inh,Wee1 stabilizer
Cc1c(C2=CCN(S(=O)(=O)c3ccc(Cl)cc3)CC2)c2ccccc2n1C,-2,-32,-9,10,3,-1,5,-17,1
C[N+]1(CCOc2ccc([N+](=O)[O-])cc2)CCOCC1,-2,-6,28[fluorescence artefact?],-2[fluorescence artefact?],15,-3,3,-3,-3
O=C(c1ccncc1)N1C2C=CC(C2)C1(C(F)(F)F)C(F)(F)F (configuration not stated),2,1,29,-4,11,-6,5,-7,-1
C=CCOC(=O)C1C(=O)CC(C)(O)C(C(=O)OCC=C)C1c1ccc(OC)cc1 (configuration not stated),3,8,9,6,8,-2,2,7,-2
Cc1cccc(C(=O)Nc2nnc(-c3ccc(C(C)(C)C)cc3)s2)c1,-3,6,-4,-13,0,-4,2,6,1
COc1ccc(N(CC(O)Cn2cnc3ccccc32)S(=O)(=O)c2ccc(C)cc2)cc1 (configuration not stated),7,.,1[fluorescence artefact?],-1,11,-10,2,-9,-1
CCOC(=O)Cc1c(C)nc2cc(C)nn2c1C,-5,0,-5,-1,3,-1,5,-10,0
COc1cccc(-c2ccc(C#N)c(SCC(=O)NCCc3cccc(Cl)c3)n2)c1,-12,-4,-5[fluorescence artefact?],-1,-18,-11,-6,-4,2
Cc1cc(N2CCN(C(=O)c3ccco3)CC2)nc(-c2ccccc2)n1,2,-6,5,1,6,15,.,-12,.
Cc1cc(S(=O)(=O)NCc2cccnc2)ccc1-n1cnnn1,-2,2,6,10,11,-7,3,-3,-4
O=C1Nc2c(c(=O)[nH]c(=O)n2-c2ccccc2)C1(Nc1ncccn1)C(F)(F)F (configuration not stated),15,.,3,3,32,7,1,156*,0
CCCn1c(SCC(=O)Nc2nc3ccccc3s2)nc2c1c(=O)n(C)c(=O)n2C,5,5,-2[fluorescence artefact?],-6,3,-7,5,-22,3
COc1ccc2cc(CCNC(=O)C3CC3)c(=O)[nH]c2c1,-6,.,6,1,3,-11,4,4,-2
Cc1ccc(NC(=S)NCC2CCN(C(C)c3ccccc3)C2)cc1 (configuration not stated),-1,.,-2,-1,8,-19,-2,.,-4
Cc1ccc(NC(=O)COC(=O)c2sccc2C)cc1S(=O)(=O)N1CCOCC1,-3,-2,-6,-2[fluorescence artefact?],5,-9,2,-2,2
O=C(COC(=O)c1ccc(O)cc1)Nc1ccc(N2CCCCC2)cc1,-2,1,0,15,9,-18,1,-4,6
COc1ccc(C(c2nnnn2Cc2ccc(F)cc2)N2CCN(c3ccc(OC)cc3)CC2)cc1 (configuration not stated),-2,-2,6,0,-3,3,4,4,-1
CCOc1ccc(N/C=C\C(=O)c2ccc3c(c2)OCO3)cc1,19,-12,0,1,16,.,3,-8,2
COc1ccc(NC(=O)c2cccnc2Sc2ccccc2)c(OC)c1,7,6,-7[fluorescence artefact?],14[fluorescence artefact?],10,4,11,-13,0
O=C(CSc1nnc(NCc2ccccc2)s1)N1CCOCC1,9,.,-10[fluorescence artefact?],0,17,7,3,-10,2
CCN(C(=O)COC(=O)c1cc(-c2ccccc2)nc2ccc(Br)cc12)C1CCS(=O)(=O)C1 (configuration not stated),-5,0,-12,-2,1,-8,0,-3,9.2*
COc1ccc(-c2cc(C(F)(F)F)nc(-n3ccnc3)n2)cc1,-6,5,-9,2,3,0,-1,-10,-3
O=C(Nc1ccc(Cl)c(Cl)c1)N(Cc1cccnc1)Cc1ccco1,-2,.,6,1,6,4,-8,-8,-1
CN1CCN(C(=O)CN(CCc2ccccc2)S(C)(=O)=O)CC1,5,-14,10,3,13,11,1,1,-1
COc1ccc(NC(=O)C2CCCN(S(=O)(=O)c3cccc4cccnc34)C2)c(OC)c1 (configuration not stated),13,-4,-5[fluorescence artefact?],-3,33,-23,-1,113*,0
CC(C)CN(C(=O)CSc1nnc2ccccn12)c1c(N)n(CC(C)C)c(=O)[nH]c1=O,5,-3,-10[fluorescence artefact?],-10[fluorescence artefact?],9,-2,-4,-11,1
